Assay outcomes deposited in PubChem BioAssay by National Center for Advancing Translational Sciences (NCATS).
CBFb-RUNX1 inh: qHTS Assay for Compounds Blocking the Interaction Between CBF-beta and RUNX1 for the Treatment of Acute Myeloid Leukemia; Runt-related transcription factor 1 (Homo sapiens) + Core-binding factor subunit beta …; AlphaScreen CBFb-His/RUNX1-biotin binding, biochemical; Potency, µM (series often up to 59.8 µM), inactives show at the highest dose activity, negative = inhibition, actives largely listed as inhibitors; 230,000 tested, under 10 active; further: % of control where 0% means no effect
Target sequence (Q01196 whole entry, looked up): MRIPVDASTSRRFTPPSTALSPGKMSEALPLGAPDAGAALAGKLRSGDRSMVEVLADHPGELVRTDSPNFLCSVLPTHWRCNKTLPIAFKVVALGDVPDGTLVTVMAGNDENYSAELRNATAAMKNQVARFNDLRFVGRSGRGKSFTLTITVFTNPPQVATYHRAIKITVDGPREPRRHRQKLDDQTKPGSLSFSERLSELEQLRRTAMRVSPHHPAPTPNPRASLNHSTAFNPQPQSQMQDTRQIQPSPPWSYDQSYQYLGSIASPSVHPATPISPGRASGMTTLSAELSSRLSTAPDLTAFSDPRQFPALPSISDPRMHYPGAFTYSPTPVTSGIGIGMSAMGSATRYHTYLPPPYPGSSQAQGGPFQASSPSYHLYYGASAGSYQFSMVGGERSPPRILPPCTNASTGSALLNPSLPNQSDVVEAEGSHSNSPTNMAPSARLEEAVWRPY
Target sequence (Q13951 whole entry, looked up): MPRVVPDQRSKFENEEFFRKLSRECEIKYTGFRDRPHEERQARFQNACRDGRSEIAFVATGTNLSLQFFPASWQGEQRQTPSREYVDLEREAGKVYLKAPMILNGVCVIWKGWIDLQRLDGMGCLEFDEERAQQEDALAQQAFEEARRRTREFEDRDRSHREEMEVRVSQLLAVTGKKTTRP
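Interaction loss through any mechanism counts as activity. Pre-formed complex of His-CBF-beta and biotin-RUNX1 (30 nM apiece) is incubated with compound 15 min, then with 50 ng nickel and 50 ng streptavidin beads for 90 min before AlphaScreen detection.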
HTT aggregate: qHTS Multiplex Assay to Identify Dual Action Probes in a Cell Model of Huntington: Aggregate Formation (GFP) | AID 1688, 2009 | Potency, µM (series often up to 46.1 µM), inactives show at the top dose activity change, negative = inhibition, usual class: inhibitors | 220,000 tested, 1.1% active | PC12 HttQ103-GFP aggregates, Acumen cytometry, 40 h; further: potency means the concentration at half of the fitted maximal effect; on the % scale 0 is the no-effect control and ±100 the full control effect; nearly all actives have a fitted effect of over 60% in size
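PC12/HTTQ103-GFP, ecdysone-inducible; teb 100 nM; cpd qHTS titration; GFP aggregates read on laser cytometer, Ex 488/Em 500-530 nm.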
L3MBTL1 inh: qHTS Assay for the Inhibitors of L3MBTL1; Lethal(3)malignant brain tumor-like protein 1 (Homo sapiens), Q9Y468; AlphaScreen L3MBTL1–H3K9me1 peptide binding; Potency, µM (titrated, usually from 57.1 µM), without a hit: at the top dose activity, negative = inhibition, hits mostly inhibitors; 230,000 tested, 0.66% active; further: potency means the concentration at half of the fitted maximal effect; on the % scale 0 is the no-effect control and ±100 the full control effect; nearly all actives have a fitted effect of over 60% in size
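AlphaScreen proximity signal between nickel-chelate acceptor and streptavidin donor beads (final 10 ug/mL) reports binding of 50 nM L3MBTL1 to 75 nM biotin-H3 K9me1 peptide; complex incubated with compounds 30 min at room temperature; cefsulodin titration as control.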
IMPase Li inh: qHTS Assay for Identifying the Cell-Membrane Permeable IMPase Inhibitors: Potentiation with Lithium; CHO-M1 cells, IP1 TR-FRET (IP-One), carbachol + lithium; Potency, µM (titrated, usually from 59.4 µM), without a hit: at the top dose activity, negative = IMPase inhibition, most hits filed as inhibitors; 210,000 tested, 0.35% active; AID 1457, 2008;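 further: IP1 builds up when IMPase is blocked and the TR-FRET signal falls; potency means the concentration at half of the fitted maximal effect; plate controls were basal vehicle for no effect and high inhibitor control for full effect; nearly all actives have a fitted effect of over 50% in size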
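CHO cells stably expressing M1 receptor (2000/well) were cultured 16–30 h, then exposed to compounds with a small lithium addition for 30 min at 37C. IP1 was measured by TR-FRET competition; AC50 from Hill fits.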
Epigenetic derep: Quantitative High-Throughput Screen for Regulators of Epigenetic Control; 280,000 tested, 0.2% active; murine LDR cells, GFP reporter derepression, 30 h; Potency, µM (doses to about 53.9 µM), for inactives: top-dose GFP activation, hits mostly activators; further: potency means the concentration at half of the fitted maximal effect; % of control where 0% means no effect; nearly all actives have a fitted effect of over 60% in size
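GFP-positive cell count by laser-scanning cytometry (objects 20–120 um) after 30 h, 37 C compound exposure of murine LDR cells; reporter is CMV-GFP integrated at a silenced locus, inducible by HDAC or DNMT inhibitors.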
NPSR antagonist: qHTS Assay for Antagonists of the Neuropeptide S Receptor: cAMP Signal Transduction | CHO-NPSR cells, cAMP TR-FRET, antagonist mode | Potency, µM (series often up to 38.3 µM), inactives show top-dose activity change, negative = inhibition, usual class: inhibitors | 220,000 tested, 1% active; further: potency means the concentration at half of the fitted maximal effect; on the % scale 0 is the no-effect control and ±100 the full control effect; nearly all actives have a fitted effect of over 50% in size; many of its hits are not listed in these tables
Target sequence (Q6W5P4 whole entry, looked up): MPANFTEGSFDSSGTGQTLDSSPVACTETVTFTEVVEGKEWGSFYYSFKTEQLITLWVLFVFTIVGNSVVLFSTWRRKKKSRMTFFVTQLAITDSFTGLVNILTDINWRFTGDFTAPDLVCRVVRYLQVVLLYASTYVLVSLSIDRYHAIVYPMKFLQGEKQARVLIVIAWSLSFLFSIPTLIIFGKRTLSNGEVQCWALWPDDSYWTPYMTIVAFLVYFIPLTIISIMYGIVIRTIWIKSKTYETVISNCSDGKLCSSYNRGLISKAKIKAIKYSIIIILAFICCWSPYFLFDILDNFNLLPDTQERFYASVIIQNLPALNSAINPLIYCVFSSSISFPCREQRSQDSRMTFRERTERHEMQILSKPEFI
Luc counter: Counterscreen for Luciferase (Kinase-Glo TM) Inhibition. 200,000 tested, 0.28% active. AID 1379, 2008. Potency, µM (doses to about 38.3 µM), inactives show at the highest dose activity change, negative = inhibition, actives largely listed as inhibitors. Kinase-Glo luciferase, ATP luminescence, 8 min. Luciferin 4-monooxygenase (Photuris pensylvanica), Q27757; further: potency means the concentration at half of the fitted maximal effect; on the % scale 0 is the no-effect control and ±100 the full control effect; nearly all actives have a fitted effect of over 60% in size
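Inhibition of Kinase-Glo luciferase light generation was assessed at 10 uM ATP in pH 7.2 imidazole buffer, with luminescence measured after eight minutes at ambient temperature.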
* hit, by the source's call; ? = inconclusive; / = not tested or not shown; [ ] = dose if it differs, or a comment. The call rests on the fitted dose curve; in most records, active means well fitted curve in the direction sought with a large enough effect; inconclusive means small, poorly fitted or top-dose-only effect, or another doubt; inactive means no such curve, though single readings can be large; an effect the other way counts as inactive or inconclusive.

SMILES | CBFb-RUNX1 inh | HTT aggregate | L3MBTL1 inh | IMPase Li inh | Epigenetic derep | NPSR antagonist | Luc counter
O=C(Nc1ccc2c(c1)CCC2)c1cnn2c1NC(c1ccco1)CC2C(F)(F)F (stereo unspecified) | -4% | 8% | -12% | 11% | -0.1% | -21%[46.1 µM] | 1%
CN1CCCC1CCO[C@@](C)(c1ccccc1)c1ccc(Cl)cc1 (stereo partly specified) | 11% | / | / | 27% | -1.3% | / | -3%
COc1cccc(C(=O)C2=NN(C(C)=O)CC2c2ccco2)c1 (stereo unspecified) | -9% | -9% | / | -5% | 1.7% | -3% | -2%
N#CCCCS(=O)(=O)c1nc2ccccc2s1 | 0% | / | / | 3% | 0.0% | / | -1%
CCOC(=O)C1=NN(C(C)=O)C2C(=O)N(CC)C(=O)C12 (stereo unspecified) | 13% | -15%[9.22 µM] | 3% | / | 1.1% | 6% | /
CCCC(=O)Nc1ccc2c(c1)nc1n2CCSC1 | -10% | ? | / | 19%[38.3 µM] | 1.0% | 1%[46.1 µM] | -13%
COc1cc(NC(=S)N2CCCC(C)C2)cc(OC)c1OC (stereo unspecified) | -3% | 16% | -6% | -2% | -0.7% | 11% | 3%
O=C(Cn1cnc2c(nnn2-c2ccccc2)c1=O)NCCc1ccccc1 | 9% | -10% | 3% | 14%[38.3 µM] | 1.3% | -5%[46.1 µM] | 2%
COC(=O)[C@H](Cc1ccccc1)NC(=O)O[C@@H]1C(=O)c2cc(OC)ccc2O[C@H]1c1cccc(OC)c1 | ? | / | / | -13% | 0.0% | / | 1%
CCOC(=O)CSc1nc2cccnc2n1-c1ccc(F)cc1 | 5% | 20% | 4% | 17%[38.3 µM] | -1.1% | -8%[46.1 µM] | 0%
O=C(CN1C(=O)c2ccccc2S1(=O)=O)NC1CC2CCC1C2 (stereo unspecified) | 0% | -6% | / | 2%[38.3 µM] | -3.0% | -5%[46.1 µM] | -3%
CC1=NN(C(=O)c2ccc(Cn3nc(C)c([N+](=O)[O-])c3C)o2)C(O)(C(F)(F)F)C1 (stereo unspecified) | -7% | -17% | 8% | -2% | -0.9% | 9% | -4%
NC(=S)N/N=C1\CC(n2nnn(-c3cccc(Cl)c3)c2=S)C2COC1O2 (stereo unspecified) | 4% | -7% | / | -9% | 1.1% | -7% | 2%
Cc1cc(C)n(CCO)c(=O)n1 | -1% | -7% | / | 19%[38.3 µM] | -1.0% | -9%[46.1 µM] | -4%
COc1ccc(-c2cc3ccccc3n2CC(O)CNCCO)cc1 (stereo unspecified) | 3% | 3% | 2% | -8%[38.3 µM] | -0.5% | -14%[46.1 µM] | 3%
C=CCN1C(=O)NC2(CCCCC2)C1=O | 4% | 3% | -3% | -6%[38.3 µM] | 0.1% | -3%[46.1 µM] | 11%
COc1ccc(CC(C#N)(CO)c2nc3ccccc3[nH]2)cc1 (stereo unspecified) | 5% | -33% | 3% | -2% | 4.6% | 0% | -1%
Cc1ccc(C2=NN=C(NC(=O)CSc3nnc4c5ccccc5n(C)c4n3)SC2)cc1 | ? | ? | -28% | -2% | 3.1% | 6% | 1%
C=CCOc1ccccc1CN1CCSCC1 | -7% | -14% | -4% | -3%[38.3 µM] | -1.5% | -20%[46.1 µM] | -6%
Nc1ccccc1Oc1c(F)c(F)c(Oc2ccccc2N)c(F)c1F | 6% | -2%[9.22 µM] | -18% | 19% | ? | 40% | 1%

Record cards, from the list above. Order of values: CBFb-RUNX1 inh | HTT aggregate | L3MBTL1 inh | IMPase Li inh | Epigenetic derep | NPSR antagonist | Luc counter
COc1cc(NC(=S)N2CCCC(C)C2)cc(OC)c1OC (stereo unspecified) as listed: -3% | 16% | -6% | -2% | -0.7% | 11% | 3%
CN1CCCC1CCO[C@@](C)(c1ccccc1)c1ccc(Cl)cc1 (stereo partly specified) as listed: 11% | / | / | 27% | -1.3% | / | -3%

(next part)
SMILES | CBFb-RUNX1 inh | HTT aggregate | L3MBTL1 inh | IMPase Li inh | Epigenetic derep | NPSR antagonist | Luc counter
C=CCOc1ccc(CN(C)Cc2nc3cc(C(F)(F)F)ccc3c(=O)[nH]2)cc1 | 10% | -1%[9.22 µM] | -10% | 6% | 1.1% | -20% | 3%
COc1ccc(S(N)(=O)=O)cc1C(=O)NCCCN1CCN(c2cccc(Cl)c2)CC1 | -4% | -8% | 1% | 2%[38.3 µM] | -1.4% | -2%[46.1 µM] | -2%
CCOC(=O)C1=C(N)N(c2ccc(N3CCCCC3)cc2)C(=O)C1 | -18% | 0% | -7% | -18%[38.3 µM] | 1.9% | -14%[46.1 µM] | 0%
Clc1ccc(Cl)c2sc(N3CCCC3)nc12 | 9% | -1% | 4% | -15%[38.3 µM] | -0.7% | 1%[46.1 µM] | -4%
COc1cccc(N2CCN(CC(=O)Nc3nnc(-c4ccccc4)s3)CC2)c1 | ? | ? | -22% | 34%[activator][38.3 µM] | -1.1% | -13%[46.1 µM] | 1%
CC1CC(C)(C)NCc2ccccc21 (stereo unspecified) | 4% | -24% | 11% | / | 0.0% | 3%[46.1 µM] | /
COc1ccc(C2C(C#N)=C(N)N(c3cccnc3)C3=C2C(=O)CCC3)cc1Cn1cc([N+](=O)[O-])cn1 (stereo unspecified) | -18% | -18% | 3% | 2%[38.3 µM] | 3.8% | -18%[46.1 µM] | 0%
Cc1nn(CC(=O)Nc2ccccc2)c(=O)c2ccccc12 | 5% | -3% | 2% | 7%[38.3 µM] | -0.9% | 0%[46.1 µM] | -1%
Cn1c(=O)[nH]c(=O)c2c1nc(N1CCNCC1)n2Cc1cccc2ccccc12 | 12% | 15% | -12% | 2%[38.3 µM] | 1.1% | -9%[46.1 µM] | -2%
CCOC(=O)CNC(=O)CSc1nc2sc(C)c(C)c2c(=O)n1C | -3% | 18% | -5% | -6%[38.3 µM] | -0.7% | -30%[46.1 µM] | 5%
CCOc1cc(N2CCOCC2)c(OCC)cc1NC1=NCCCCC1 | 2% | 4%[9.22 µM] | -12% | 20%[38.3 µM] | -4.1% | -24%[46.1 µM] | -1%
CCC(C(=O)N1CCN(c2ncccn2)CC1)c1ccccc1 (stereo unspecified) | 3% | 1%[9.22 µM] | / | / | 3.8% | -3% | /
O=C(CSc1ccc2c(c1)OCCO2)Nc1ncc(Cl)cc1Cl | -4% | 6% | / | 3%[38.3 µM] | 0.0% | -13%[46.1 µM] | -4%
COc1cc(Cl)c(C)cc1NC(=O)CCCN1C(=O)CCC1=O | 2% | 0% | / | 17%[38.3 µM] | 0.1% | -1%[46.1 µM] | -6%
CCc1cccc(CC)c1NC(=S)NCc1nc2ccccc2[nH]1 | 15% | 0% | 6%[11.4 µM] | -1% | -0.1% | -6% | 0%
Cc1occc1C(=O)NCCCc1ccccc1 | 0% | -2% | / | 21%[38.3 µM] | 0.0% | -4%[46.1 µM] | 1%
Cn1c(=O)c2cc(S(=O)(=O)NCCC(=O)N3CC=C(c4ccccc4)CC3)ccc2n(C)c1=O | -11% | -14% | -3% | 34%[activator][38.3 µM] | 0.0% | -23%[46.1 µM] | -2%
C=CCNC(=S)N/N=C/c1ccc(N(CC)Cc2ccccc2)cc1 | -6% | ? | -18% | 3% | -3.0% | -35% | -1%
OC(CN1C2=NCCCN2c2ccccc21)c1ccc(Br)cc1 (stereo unspecified) | -1% | -5% | / | 24%[38.3 µM] | -8.1% | -4%[46.1 µM] | -7%
C=C1C2(C(=O)NCc3ccco3)CCC(C2)C1(C)C (stereo unspecified) | 10% | -12% | -2% | 5% | 0.0% | -11%[46.1 µM] | -6%
Cc1ccccc1-c1nc(CN2CCC(C(=O)N3CCN(c4ccccn4)CC3)CC2)c(C)o1 | 1% | 6% | / | 11%[38.3 µM] | -0.2% | -1%[46.1 µM] | 0%
N/C(=N\OC(=O)Nc1ccccc1)c1ccno1 | 6% | 3%[9.22 µM] | / | / | -1.0% | 27% | /
COc1ccc(NC(=O)c2cccc(NC(=O)c3ccco3)c2)c(OC)c1 | 0% | 0% | -1% | 4%[38.3 µM] | -4.2% | 2%[46.1 µM] | 1%
CCn1cc(C(=O)Nc2cccc(NC(C)=O)c2)c2cc(OC)c(OC)cc2c1=O | -1% | 11% | 0% | -4%[38.3 µM] | 0.1% | -3%[46.1 µM] | -7%
O=S(=O)(c1cccc(-c2n[nH]c(=S)n2Cc2ccccc2)c1)N1CCOCC1 | 0% | 14%[9.22 µM] | -5% | / | 0.1% | -20% | /
Cc1ccc(S(=O)(=O)CCC(=O)NCc2ccccc2Cl)cc1 | -4% | -2% | 8% | -7% | 0.0% | 7% | -4%
O=C1/C(=C/c2ccccn2)SC(=S)N1c1ccc(O)cc1 | -6% | -7%[9.22 µM] | -17% | / | 1.1% | -9% | /
Cc1ccc(S(=O)(=O)NCC2COc3ccccc3O2)cc1 (stereo unspecified) | -4% | -13% | 7% | 12% | 0.0% | -10%[46.1 µM] | 2%
CCCn1c(SCc2nc(-c3cccs3)no2)nnc1-c1ccncc1 | 9% | 2% | 8% | 2% | 14% | -9%[46.1 µM] | 7%
Cc1cc(-c2cn3ccccc3n2)c(C)n1-c1ccccc1 | -18% | ? | -11% | 23% | 0.0% | -44% | -12%
O=C(OCc1cnc(Cl)s1)c1c(F)cccc1F | 21% | 14% | 12% | 3% | 0.8% | -2% | 6%
COc1ccc(/C=N/n2c(-c3cc(C)[nH]n3)n[nH]c2=S)cc1OC | 12% | -5%[9.22 µM] | 6% | / | 3.0% | 15% | /
Cc1cc(OC(C(=O)O)c2ccccc2)c2c(C)c(Cc3ccccc3)c(=O)oc2c1 (stereo unspecified) | 6% | 0%[9.22 µM] | / | / | 2.1% | -24% | /
O=C(/C=C/c1ccc(Cl)cc1)Nc1ccc(S(=O)(=O)Nc2ncccn2)cc1 | 4% | ? | -3% | 2% | -1.7% | -17% | 1%

Some of these compounds in order of formula weight, lowest first:
SMILES | CBFb-RUNX1 inh | HTT aggregate | L3MBTL1 inh | IMPase Li inh | Epigenetic derep | NPSR antagonist | Luc counter
COc1ccc(/C=N/n2c(-c3cc(C)[nH]n3)n[nH]c2=S)cc1OC | 12% | -5%[9.22 µM] | 6% | / | 3.0% | 15% | /
O=C(/C=C/c1ccc(Cl)cc1)Nc1ccc(S(=O)(=O)Nc2ncccn2)cc1 | 4% | ? | -3% | 2% | -1.7% | -17% | 1%
O=S(=O)(c1cccc(-c2n[nH]c(=S)n2Cc2ccccc2)c1)N1CCOCC1 | 0% | 14%[9.22 µM] | -5% | / | 0.1% | -20% | /

The list is partial; count on the stated rates, not on these rows.
